DENV2 CPE rescue: DENV2-induced cell death inhibition. DENV2-infected cells, cytopathic effect rescue, plate reader. 350,000 tested, 1.7% active. AID 651640. CPE inhibition, % at 9.99 µM; in the data active means CPE inhibition above about 20%, passing the limit was not always enough; inconclusive means no clear call, values can overlap the other calls; tested in BHK-21 cells;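 further: 0% = median of neutral control wells and 100% = median of positive control wells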
SIRT5 block: inhibitors of human sirtuin-5 desuccinylase; Purified SirT5, succinyl-peptide AMC, trypsin-coupled fluorescence; AID 652115; inhibition, % at 15 µM; Q9NXA8; 330,000 tested, 1.1% active; in the data active means inhibition above about 15%; inconclusive means no clear call, values can overlap the other calls
E-selectin induc: E-selectin induction on HUVECs. P16581. HUVEC E-selectin immunofluorescence imaging; normalized: neutral wells 0, TNF-alpha wells 100. activation, % at 7.58 µM. 260,000 tested, 0.37% active. AID 686992;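 active means mean E-selectin-positive cell signal at least 10% of the positive control, reached in at least 60% of replicates, without over 20% cell loss; inconclusive means no rule given, readout overlaps actives, possibly toxicity-flagged; inactive means the rest, including those meeting only one limit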;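 further: in these data hits start at about 27%; measured in HUVEC primary endothelial cells; signal is the percent of cells scored E-selectin positive by PE staining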
Target sequence (P16581 whole entry, looked up): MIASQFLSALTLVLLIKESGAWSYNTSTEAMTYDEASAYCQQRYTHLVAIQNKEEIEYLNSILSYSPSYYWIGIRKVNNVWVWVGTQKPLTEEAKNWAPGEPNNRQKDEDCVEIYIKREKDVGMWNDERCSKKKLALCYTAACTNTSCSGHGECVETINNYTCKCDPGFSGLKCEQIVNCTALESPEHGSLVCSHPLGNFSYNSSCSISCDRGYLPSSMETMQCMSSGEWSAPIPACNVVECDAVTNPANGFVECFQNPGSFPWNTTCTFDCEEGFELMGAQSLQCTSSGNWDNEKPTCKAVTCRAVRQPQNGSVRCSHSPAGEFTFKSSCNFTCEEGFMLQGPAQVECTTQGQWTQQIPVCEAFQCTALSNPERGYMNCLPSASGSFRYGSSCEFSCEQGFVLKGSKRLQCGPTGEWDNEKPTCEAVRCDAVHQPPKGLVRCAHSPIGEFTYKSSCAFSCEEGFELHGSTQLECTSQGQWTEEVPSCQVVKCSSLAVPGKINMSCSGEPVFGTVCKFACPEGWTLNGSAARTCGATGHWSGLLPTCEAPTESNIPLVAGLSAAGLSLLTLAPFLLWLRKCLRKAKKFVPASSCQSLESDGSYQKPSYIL
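Test system: HUVEC; input: 3,000 HUVEC/well; measured by: immunofluorescence imaging; read-out: % PE-positive cells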
C2C12 statin: suppression of simvastatin myotoxicity | C2C12 myotubes + simvastatin, ATP luminescence, 48 h; scaled: DMSO 0, geranylgeraniol control 100 | rescue of ATP level, % at 7.49 µM | 330,000 tested, 0.78% active;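 active means mean ATP rescue above about 67%, or every replicate alone reaching that limit, limit read from the data, passing the limit was not always enough; inconclusive means no clear call, values can overlap the other calls; inactive means mean under the limit and some replicate under it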;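 further: myotubes were challenged with 10 µM simvastatin during compound exposure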
ERp5 block: inhibitors of human ERp5; Q15084; ERp5 insulin aggregation, absorbance 650 nm, 90 min; inhibition, % at 9.99 µM; 350,000 tested, 0.05% active;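 active means mean replicate inhibition above about 25%, with every replicate also reaching it, limit read from the data, passing the limit was not always enough; inconclusive means only one of those two criteria met; inactive means neither criterion met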
Target sequence (Q15084 whole entry, looked up): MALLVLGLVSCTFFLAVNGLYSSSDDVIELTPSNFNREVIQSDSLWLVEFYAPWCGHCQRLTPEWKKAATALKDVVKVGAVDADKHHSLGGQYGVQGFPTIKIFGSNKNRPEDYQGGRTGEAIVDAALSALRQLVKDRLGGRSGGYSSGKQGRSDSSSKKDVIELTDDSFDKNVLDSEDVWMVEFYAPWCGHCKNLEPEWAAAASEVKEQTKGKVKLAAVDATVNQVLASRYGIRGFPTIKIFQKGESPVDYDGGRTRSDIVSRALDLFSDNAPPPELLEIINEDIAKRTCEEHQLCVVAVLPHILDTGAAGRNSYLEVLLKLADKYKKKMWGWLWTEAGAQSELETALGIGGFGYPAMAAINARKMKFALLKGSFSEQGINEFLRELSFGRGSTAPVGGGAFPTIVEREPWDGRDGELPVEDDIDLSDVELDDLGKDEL
PglD DTNB: PglD (C. jejuni) enzyme inhibition. AID 602405. 360,000 tested, 0.098% active. inhibition, % at 12.5 µM. purified PglD enzyme, DTNB colorimetric CoA detection; in the data active means inhibition above about 16%, passing the limit was not always enough; inconclusive means no clear call, values can overlap the other calls; further: strong numbers were not always called active
S100A4 inh HTS: blocks human S100A4 binding to myosin IIA peptide. S100A4/TAMRA-MyoIIA peptide fluorescence polarization. 360,000 tested, 0.14% active. inhibition, % at 10.7 µM;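 active means mean inhibition of at least 70% across replicates, with every replicate also reaching that level; inconclusive means mean inhibition reaches 70% but some replicates fall short; inactive means mean inhibition below 70%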
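assay system = human S100A4 monomer with TAMRA-labelled myosin IIA peptide | also added = labelled myosin peptide probe, 5 nM | incubation = 5 min between mix addition and reading | control set = DMSO and TFP controls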
The depositor's hits bear a star; ? = inconclusive; nt = no result given; & = joins results of further samples. Not all compounds are listed (hit frequency here may not be typical).

[1] O=C(Nc1nc2ccccc2s1)c1cc2c(s1)-c1ccccc1OC2
[2] CCCC#Cc1cnc2c(c1)C(=O)N([C@@H](C)CO)C[C@H](C)[C@@H](CN(C)C(=O)CN1CCOCC1)O2
[3] O=C(/C=C/c1ccc2c(c1)OCO2)Nc1cccnc1
[4] COc1ccc2c(c1)/C(=C/c1cc(OC)c(OC)c(OC)c1)C(=O)N2
[5] CNC[C@@H]1Oc2ccc(NC(=O)Nc3cccc4ccccc34)cc2C(=O)N([C@H](C)CO)C[C@H]1C
[6] CC1(C(=O)NS(=O)(=O)c2cccc(OC(F)F)c2)CCN1C(=O)c1ccccc1CCc1ccccc1 (stereo not drawn)
[7] O=C(O)CCCNS(=O)(=O)/C=C/c1ccccc1
[8] C[C@H](CO)N1C[C@H](C)[C@@H](CN(C)Cc2ccncc2)Oc2ccc(NC(=O)CCN3CCOCC3)cc2CC1=O

Compound	1	2	3	4	5	6	7	8
DENV2 CPE rescue	1	10	-1	29*	-5	-2	3	-2
SIRT5 block	-3	-9	-17	-1	2	0	-2	0
E-selectin induc	1.4	-0.6	18	0.1	nt	0.4	nt	3.7
C2C12 statin	0	3	nt	nt	16	14	nt	2
ERp5 block	3	-6	-1	1	-5	3	-2	0
PglD DTNB	-3	0	nt	nt	3	-3	nt	12
S100A4 inh HTS	-2	-3	-5	-1	7	-11	-6	7

Sorted by formula weight (falling): some entries from above.
[6] CC1(C(=O)NS(=O)(=O)c2cccc(OC(F)F)c2)CCN1C(=O)c1ccccc1CCc1ccccc1 (stereo not drawn)
[2] CCCC#Cc1cnc2c(c1)C(=O)N([C@@H](C)CO)C[C@H](C)[C@@H](CN(C)C(=O)CN1CCOCC1)O2
[1] O=C(Nc1nc2ccccc2s1)c1cc2c(s1)-c1ccccc1OC2
[4] COc1ccc2c(c1)/C(=C/c1cc(OC)c(OC)c(OC)c1)C(=O)N2
[3] O=C(/C=C/c1ccc2c(c1)OCO2)Nc1cccnc1

Compound	6	2	1	4	3
DENV2 CPE rescue	-2	10	1	29*	-1
SIRT5 block	0	-9	-3	-1	-17
E-selectin induc	0.4	-0.6	1.4	0.1	18
C2C12 statin	14	3	0	nt	nt
ERp5 block	3	-6	3	1	-1
PglD DTNB	-3	0	-3	nt	nt
S100A4 inh HTS	-11	-3	-2	-1	-5

Continued.
[9] CCCNC(=O)C[C@@H]1CC[C@@H]2[C@H](COc3ccc(NC(=O)Cc4cccs4)cc3C(=O)N2C)O1
[10] CCOc1ccc(-c2csc(N)c2C(=O)OC)cc1
[11] Cc1ccccc1C(=O)N[C@H](C(=O)N1CCC[C@H]1C(=O)NCc1ccccc1)C(C)C
[12] C[C@@H]1CN([C@H](C)CO)C(=O)c2cc(NS(=O)(=O)c3ccc(Cl)cc3)ccc2O[C@@H](C)CCCCO[C@H]1CN(C)C(=O)Nc1ccc(F)cc1
[13] COCC#Cc1ccc2c(c1)O[C@@H](CN(C)C(=O)C1CCC1)[C@@H](C)CN([C@@H](C)CO)S2(=O)=O
[14] O=C(Nc1cccc(C(F)(F)F)c1)C(Sc1n[nH]c(=O)[nH]c1=O)c1ccccc1 (stereo not drawn)
[15] CN(C)C(=O)c1ccc(-c2cccc(-c3nc(C(=O)N(C)C)cc4c3[C@@H](CCO)N([S@](=O)C(C)(C)C)C4)c2)cc1
[16] Cc1ccc(-c2nnc(SCC(=O)NC3CC3)o2)cc1

Compound	9	10	11	12	13	14	15	16
DENV2 CPE rescue	0	nt	7	11	-11	3	-2	?
SIRT5 block	nt	2	-1	7	1	1	-2	7
E-selectin induc	0.0	nt	-0.1	0.1	0.1	5.2	0.5	2.0
C2C12 statin	5	nt	nt	nt	-1	nt	1	42
ERp5 block	nt	7	5	4	-6	3	-4	4
PglD DTNB	1	1	nt	0	1	1	9	7
S100A4 inh HTS	nt	-30	-2	7	-8	1	-56	2

[17] C[C@@H]1CN([C@H](C)CO)C(=O)c2ccccc2-c2ccccc2CO[C@@H]1CN(C)Cc1cccc(F)c1
[18] CCN(CC)C(=O)c1ccccc1NS(=O)(=O)c1cccs1
[19] COCC(=O)Nc1ccc2c(c1)OC[C@@H](C)N(C(=O)c1ccccc1)C[C@H](C)[C@H](OC)CN(C)C2=O
[20] CCOc1ccc(/C=N/NC(=S)NC2CC3CCC2C3)cc1 (stereo not drawn)
[21] CO[C@@H]1CN(C)C(=O)c2ccc(NC(C)=O)cc2OC[C@H](C)N(C(=O)C2CCCCC2)C[C@H]1C
[22] Cc1cccc(Nc2nc3ccccc3n3nnnc23)c1
[23] C[C@H]1CN([C@@H](C)CO)S(=O)(=O)c2ccc(C#Cc3ccccn3)cc2O[C@H]1CN(C)Cc1ccccc1
[24] CC(=O)c1cccc(CN2CCCC(C(=O)Nc3ccc(-c4ccco4)cc3)C2)c1 (stereo not drawn)

Compound	17	18	19	20	21	22	23	24
DENV2 CPE rescue	13	0	16	0	-2	-3	-11	-6
SIRT5 block	2	1	4	-2	4	-2	5	-2
E-selectin induc	6.4	0.0	-0.3	2.3	0.0	nt	0.6	0.5
C2C12 statin	6	9	nt	nt	-2	1	50	nt
ERp5 block	3	-1	nt	-1	1	-1	2	4
PglD DTNB	4	-3	nt	9	-1	-9	-2	10
S100A4 inh HTS	-2	4	-4	2	-13	-1	8	-5

[25] O=C(O)c1ccccc1/C=N/Nc1ccc(S(=O)(=O)N2CCCC2)cc1[N+](=O)[O-]
[26] O=C(COC(=O)c1cc(Cl)cc(Cl)c1)NCCN1C(=O)CSC1=O
[27] O=C(O)CC1(C(=O)O)CC2C=CC1C2 (stereo not drawn)
[28] CCOc1ccc(CN2CCN(Cc3cnn(CC)c3C)CC2CCO)cc1 (stereo not drawn)
[29] COc1cc(CC2C(=O)OCC2C(=O)c2ccc3c(c2)OCO3)cc(OC)c1OC (stereo not drawn)
[30] O=C(NCC(=O)N1CCN(c2ccccc2)CC1)c1ccco1
[31] Cc1ccccc1-n1nc2c(c1NC(=O)c1cccc(F)c1)CS(=O)C2 (stereo not drawn)
[32] COc1cc(C2c3cc4c(cc3OC(N3CCOCC3)C2C)OCO4)cc(OC)c1OC(C)=O (stereo not drawn)

Compound	25	26	27	28	29	30	31	32
DENV2 CPE rescue	-2	-2	12	-2	-7	-4	-4	-4
SIRT5 block	1	nt	-3	-5	1	-1	-3	-6
E-selectin induc	-0.2	nt	nt	0.0	2.3	-0.1	1.5	-0.4
C2C12 statin	-8	nt	16	nt	nt	14	8	nt
ERp5 block	5	5	2	3	0	0	-9	-5
PglD DTNB	-2	nt	2	nt	nt	-4	5	nt
S100A4 inh HTS	6	5	-1	-3	-2	-6	-3	7

[33] O=C(CCc1ccc(Oc2cc([N+](=O)[O-])cc([N+](=O)[O-])c2)cc1)NC1CCCC1
[34] CS(=O)(=O)N(CC(=O)Nc1cccc(Br)c1)Cc1ccccc1
[35] Cc1oc(-c2ccccc2)nc1CS(=O)CC(=O)NC1CCCC1 (stereo not drawn)
[36] O=C(OCC(=O)N1CCOCC1)c1ccc(Cl)c(S(=O)(=O)N2CCc3ccccc32)c1
[37] C[C@H]1CN([C@@H](C)CO)C(=O)c2cccc(NC(=O)C3CCOCC3)c2O[C@H]1CN(C)Cc1ccc(Oc2ccccc2)cc1
[38] O=C(C1=C[C@H](C2CC2)C[C@H](OCc2ccc(CO)cc2)O1)N1CCCCCCC1
[39] Cc1cccc(C(=O)N/N=C/c2coc3ccccc3c2=O)c1
[40] Cc1ccc(S(=O)(=O)N(C)C[C@@H]2Oc3ccc(NC(=O)Nc4ccc(C(F)(F)F)cc4)cc3CC(=O)N([C@H](C)CO)C[C@@H]2C)cc1

Compound	33	34	35	36	37	38	39	40
DENV2 CPE rescue	-2	-9	-1	-4	-4	-9	11	2
SIRT5 block	1	-4	2	0	-1	0	-2	6
E-selectin induc	nt	-0.2	nt	0.6	?	nt	1.0	0.2
C2C12 statin	30	23	-7	14	-33	nt	-6	-177
ERp5 block	-5	3	1	2	-3	4	2	1
PglD DTNB	3	5	-6	nt	6	nt	-5	5
S100A4 inh HTS	3	2	2	-8	0	?	-1	5

[41] COc1ccc(-c2cn(Cc3ccc(C)cc3)nn2)cc1
[42] COc1cc2c(cc1NC(=O)CSc1nnc(Cc3cccs3)n1Cc1ccco1)oc1ccccc12
[43] COc1cc2c(cc1OC)C(c1ccc(OC)c(OC)c1OC)CC(=O)N2 (stereo not drawn)
[44] C/C=C/c1ccc2c(c1)O[C@@H](CN(C)C(=O)c1ccc(F)cc1)[C@@H](C)CN([C@H](C)CO)S2(=O)=O
[45] O=[N+]([O-])c1cccc(/C=N/n2c(C3CCCCC3)n[nH]c2=S)c1
[46] Cc1cccc(NC(=O)c2sc(-c3ccccc3)nc2-c2ccc([N+](=O)[O-])cc2)c1
[47] COc1cccc(C(=O)NCC(=O)N/N=C/c2cccc(OC(=O)c3ccc([N+](=O)[O-])cc3)c2)c1
[48] O=C(NNC(=O)c1ccc2ccccc2c1)c1cccc(Br)c1

Compound	41	42	43	44	45	46	47	48
DENV2 CPE rescue	10	4	5	-5&-5&-12	-5	5	-1	-1
SIRT5 block	-4	1	-2	2&-3&0	-1	-2	-2	nt
E-selectin induc	-0.1	nt	0.1	-1.6&-0.2	0.6	nt	nt	-0.2
C2C12 statin	3	-27	4	-5&-3&5	nt	nt	nt	-4
ERp5 block	-4	-1	3	-5&-1&-8	-2	-6	3	-6
PglD DTNB	8	-19	10	-1&2&0	nt	nt	nt	-2
S100A4 inh HTS	-6	6	3	8&-2&1	-1	-16	0	6

[49] COc1ccc(CNC(=O)C2CCCN2C)cc1OC (stereo not drawn)
[50] C[C@@H]1CN([C@H](C)CO)C(=O)c2cccc(N(C)C)c2O[C@@H]1CN(C)C(=O)Nc1ccc(F)cc1
[51] Cc1ccc(-c2ccc3c(c2)O[C@@H](CN(C)C(=O)C2CCC2)[C@@H](C)CN([C@@H](C)CO)S3(=O)=O)cc1
[52] COc1ccc(NC(=O)Nc2ccc3c(c2)[C@@H]2C[C@@H](CC(=O)NC4CCCC4)O[C@@H](CO)[C@@H]2O3)cc1
[53] CC1(C(=O)Nc2cnc3ccccc3c2)CCN1CCc1ccccc1 (stereo not drawn)
[54] COc1ccc(N2CCN(C(=O)Cn3cnc4c3c(=O)n(C)c(=O)n4C)CC2)cc1
[55] CCN(CC)S(=O)(=O)c1ccc(C(=O)NCC(=O)NCc2ccc3c(c2)OCO3)cc1
[56] O=C(CSc1nnc(-c2c[nH]c3ccccc23)o1)N1c2ccccc2CCc2ccccc21

Compound	49	50	51	52	53	54	55	56
DENV2 CPE rescue	-6	0	3	5	-3	-6	-1	-1
SIRT5 block	4	2	9	-1	nt	-4	nt	6
E-selectin induc	2.8	-0.1	0.1	0.0	0.1	nt	-0.2	nt
C2C12 statin	13	2	19	3	-14	nt	-6	47
ERp5 block	4	3	-11	7	7	-1	12	3
PglD DTNB	4	2	1	-3	-3	nt	2	0
S100A4 inh HTS	3	3	2	35	-6	1	2	3

[57] CN(C(=O)COC(=O)c1ccc2ccccc2n1)C1CCCCC1
[58] CCC(=O)N(C)C[C@H]1Oc2ncc(C#Cc3ccccc3)cc2C(=O)N([C@H](C)CO)C[C@H]1C
[59] NS(=O)(=O)c1ccc(CCn2c(=S)[nH]c3ccccc3c2=O)cc1
[60] COc1ccc(SCCN2CCN(C)CCC2=O)cc1
[61] O=C(COC(=O)C1CC1)Nc1ccc([N+](=O)[O-])cc1C(F)(F)F
[62] COCCN(C(=O)COC(=O)c1c(C)nn(-c2ccccc2)c1C)c1c(N)n(Cc2ccccc2)c(=O)[nH]c1=O

Compound	57	58	59	60	61	62
DENV2 CPE rescue	-7	5	-3	nt	nt	7
SIRT5 block	nt	-2	-4	nt	-2	nt
E-selectin induc	-0.2	-0.5	0.2	0.0	nt	0.0
C2C12 statin	0	3	-17	-2	-3	4
ERp5 block	-3	-10	9	nt	-18	5
PglD DTNB	-3	1	-8	-6	-2	0
S100A4 inh HTS	3	1	-5	nt	-3	0

High-throughput results: PubChem, Broad Institute
